High-throughput results from PubChem BioAssay.
HP1b binding inh = HTS for Inhibitors of HP1-beta Chromodomain Interactions with Methylated Histone Tails; AlphaScreen HP1-beta / biotin-H3K9me3 peptide binding; Potency, µM (top dose mostly 114 µM), for inactives: at the highest dose activity change, negative = inhibition, hits mostly inhibitors; Chromobox protein homolog 1 (Homo sapiens), P83916; 0.56% of 390,000 active; further: potency means the concentration at half of the fitted maximal effect; nearly all actives have a fitted effect of over 70% in size; inactives centre near 23
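HP1-beta protein (50 nM final) preincubated 30 min at room temperature with biotinylated H3(1-18)K9me3 peptide (50 nM) in PBS pH 7.4, 0.01% Tween-20, then compound added for 30 min. AlphaScreen streptavidin donor/nickel chelate acceptor beads (10 ug/mL final), 30 min dark, luminescence read.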
BAZ2B block = qHTS Assay for Inhibitors of BAZ2B; 4.4% of 360,000 active; Potency, µM (titrated, usually from 114 µM), for the others: at the highest dose activity change, negative = inhibition, hits mostly inhibitors; AID 504333, 2011; Bromodomain adjacent to zinc finger domain protein 2B (Homo sapiens), Q9UIF8; AlphaScreen BAZ2B-H3K14Ac peptide displacement; further: potency means the concentration at half of the fitted maximal effect; on the % scale 0 is the no-effect control and ±100 the full control effect; nearly all actives have a fitted effect of over 60% in size
Target sequence (Q9UIF8 whole entry, looked up, the tested form may be a part): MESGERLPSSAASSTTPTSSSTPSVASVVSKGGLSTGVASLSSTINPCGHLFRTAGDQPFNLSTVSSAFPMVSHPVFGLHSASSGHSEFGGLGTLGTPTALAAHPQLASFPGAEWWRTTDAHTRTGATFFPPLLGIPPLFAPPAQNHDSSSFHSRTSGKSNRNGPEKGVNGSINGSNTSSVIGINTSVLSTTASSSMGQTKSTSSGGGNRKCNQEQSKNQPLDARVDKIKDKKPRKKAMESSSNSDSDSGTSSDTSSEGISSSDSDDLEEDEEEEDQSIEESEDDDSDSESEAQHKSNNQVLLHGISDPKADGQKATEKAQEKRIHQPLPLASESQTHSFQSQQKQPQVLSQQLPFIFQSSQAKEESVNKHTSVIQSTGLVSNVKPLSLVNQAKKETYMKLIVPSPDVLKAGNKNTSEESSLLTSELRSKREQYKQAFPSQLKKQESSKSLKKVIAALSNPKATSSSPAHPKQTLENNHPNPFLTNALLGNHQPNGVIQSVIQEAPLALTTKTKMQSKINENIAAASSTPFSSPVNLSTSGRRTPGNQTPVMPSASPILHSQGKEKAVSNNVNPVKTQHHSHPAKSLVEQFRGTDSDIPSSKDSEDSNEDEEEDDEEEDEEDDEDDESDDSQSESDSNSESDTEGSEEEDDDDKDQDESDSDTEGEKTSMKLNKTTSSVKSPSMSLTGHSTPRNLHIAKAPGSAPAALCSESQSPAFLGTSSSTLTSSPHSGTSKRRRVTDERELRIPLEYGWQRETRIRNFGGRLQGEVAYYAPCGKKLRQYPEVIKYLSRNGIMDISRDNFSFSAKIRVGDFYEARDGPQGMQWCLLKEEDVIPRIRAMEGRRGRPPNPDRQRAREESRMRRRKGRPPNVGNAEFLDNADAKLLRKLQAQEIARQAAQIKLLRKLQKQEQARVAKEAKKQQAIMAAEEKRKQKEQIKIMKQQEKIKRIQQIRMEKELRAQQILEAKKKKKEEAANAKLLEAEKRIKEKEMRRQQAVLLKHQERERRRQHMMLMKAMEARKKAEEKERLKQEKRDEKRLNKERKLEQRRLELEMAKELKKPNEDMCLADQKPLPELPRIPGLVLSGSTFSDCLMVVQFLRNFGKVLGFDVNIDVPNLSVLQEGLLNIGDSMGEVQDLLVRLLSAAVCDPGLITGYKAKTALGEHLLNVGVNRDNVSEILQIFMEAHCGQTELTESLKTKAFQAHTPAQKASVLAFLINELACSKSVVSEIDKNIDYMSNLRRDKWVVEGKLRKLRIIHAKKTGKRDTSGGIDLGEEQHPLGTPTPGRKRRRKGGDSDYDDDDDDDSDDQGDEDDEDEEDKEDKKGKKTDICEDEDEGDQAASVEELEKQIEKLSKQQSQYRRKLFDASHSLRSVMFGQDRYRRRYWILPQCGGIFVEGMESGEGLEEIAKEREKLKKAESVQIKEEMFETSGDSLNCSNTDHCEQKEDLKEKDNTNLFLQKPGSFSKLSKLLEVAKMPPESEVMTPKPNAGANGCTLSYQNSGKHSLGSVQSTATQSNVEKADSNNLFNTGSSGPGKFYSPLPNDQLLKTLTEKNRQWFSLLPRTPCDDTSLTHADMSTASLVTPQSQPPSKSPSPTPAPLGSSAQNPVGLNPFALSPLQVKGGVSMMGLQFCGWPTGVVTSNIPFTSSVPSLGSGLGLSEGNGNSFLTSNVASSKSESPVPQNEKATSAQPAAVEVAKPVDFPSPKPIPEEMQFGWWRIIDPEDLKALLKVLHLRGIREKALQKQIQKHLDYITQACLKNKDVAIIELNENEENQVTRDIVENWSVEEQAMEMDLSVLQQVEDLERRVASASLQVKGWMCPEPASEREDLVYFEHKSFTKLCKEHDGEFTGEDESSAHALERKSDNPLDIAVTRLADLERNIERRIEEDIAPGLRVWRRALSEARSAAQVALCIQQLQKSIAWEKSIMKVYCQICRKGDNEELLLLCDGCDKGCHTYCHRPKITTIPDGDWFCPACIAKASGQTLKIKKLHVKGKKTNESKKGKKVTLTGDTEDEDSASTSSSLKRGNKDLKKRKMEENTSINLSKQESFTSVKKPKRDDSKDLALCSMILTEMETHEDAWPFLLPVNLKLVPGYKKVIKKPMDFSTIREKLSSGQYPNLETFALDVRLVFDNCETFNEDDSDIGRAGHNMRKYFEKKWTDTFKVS
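Inhibition is scored as reduced AlphaScreen emission. The BAZ2B/b-H3(5-23)K14Ac complex (50 nM each) in PBS pH 7.4, 0.01% Tween-20 meets compound (up to 110 uM) for 30 min at RT before bead addition.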
G9a inh = qHTS Assay for Inhibitors of Histone Lysine Methyltransferase G9a. Potency, µM (highest dose often 102 µM), for the others: at the highest dose activity, negative = inhibition, hits mostly inhibitors. 8.8% of 350,000 active. G9a H3K9 monomethylation, AlphaScreen, 2 h; further: potency means the concentration at half of the fitted maximal effect; on the % scale 0 is the no-effect control and ±100 the full control effect; nearly all actives have a fitted effect of over 75% in size
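Methyltransferase reactions run at room temperature for 2 h (20 nM enzyme, 500 nM biotin-H3K9 peptide, 20 uM SAM) after a 15 min compound preincubation; product detected by AlphaScreen beads and anti-H3K9me1 antibody.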
JMJD2A Tudor inh = qHTS Assay for Inhibitors of JMJD2A-Tudor Domain | Potency, µM (titrated, usually from 114 µM), for the others: at the top dose activity change, negative = inhibition, hits mostly inhibitors | 4.4% of 390,000 active | AlphaScreen JMJD2A-Tudor / H3K4me3 peptide binding; further: potency means the concentration at half of the fitted maximal effect; on the % scale 0 is the no-effect control and ±100 the full control effect; nearly all actives have a fitted effect of over 50% in size
Pol eta inh = qHTS for Inhibitors of Polymerase Eta; DNA polymerase eta (Homo sapiens), Q9Y253; AID 588591, 2011; recombinant Pol eta, fluorescent DNA replication assay; Potency, µM (series often up to 114 µM), without a hit: at the highest dose activity change, negative = inhibition, actives largely listed as inhibitors; 1.2% of 390,000 active; further: potency means the concentration at half of the fitted maximal effect; on the % scale 0 is the no-effect control and ±100 the full control effect
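Pol eta (10 nM) was preincubated with compounds for 15 min at room temperature, after which fluorescent replication substrate (50 nM final) was added to start the reaction. Fluorescence was read kinetically at 0 and 10 min.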
GLS inhibitor = qHTS for Inhibitors of Glutaminase (GLS). GLS enzymatic activity, qHTS titration. Potency, µM (doses to about 45.5 µM), for inactives: at the highest dose activity change, negative = inhibition, hits mostly inhibitors. 0.21% of 410,000 active. AID 624170, 2012; further: potency means the concentration at half of the fitted maximal effect; on the % scale 0 is the no-effect control and ±100 the full control effect
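Human kidney-isoform GLS in 45 mM KH2PO4 pH 8.2, 0.02% Tween-20, with compound, started with 1mM L-Glutamine (added stock). Glutamate oxidase/HRP/Amplex red coupled fluorescence read at start and after 30 min at RT.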
PI4K2A inh = qHTS for small molecular inhibitors of PI4K2A | Phosphatidylinositol 4-kinase type 2-alpha (Homo sapiens), Q9BTU6 | purified PI4K2A, ADP-Glo luminescence, 1 h; active compounds read low | activity change, negative = inhibition, % at 76.9 µM | 0.13% of 420,000 active | AID 1346378, 2018; in the data active means activity change below about -50%; inconclusive means mostly about -30% to -49%;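 further: -100% = wells without enzyme as full effect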
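In this quantitative HTS, ADP production by PI4K2A was quantified luminescently after 1 h at ambient temperature; 100 microM adenosine served as plate-quality control.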
PGK inhibitor = qHTS Assay to Find Inhibitors of Phosphoglycerate Kinase; AID 602233, 2012; PGK/GAPDH coupled, Kinase-Glo luminescence, 60 min; Potency, µM (titrated, usually from 57.5 µM), for inactives: top-dose activity change, negative = inhibition, most hits filed as inhibitors; 0.043% of 380,000 active; further: potency means the concentration at half of the fitted maximal effect; on the % scale 0 is the no-effect control and ±100 the full control effect; nearly all actives have a fitted effect of over 60% in size
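Recombinant glycosomal PGK reaction used 1,3-bisphosphoglycerate generated in-well by GAPDH (100nM final) in 100mM TEA pH 7.6, 5mM MgCl2, 0.01% Tween-20. After 60 minutes at room temperature, ATP was read by Kinase-Glo Plus luminescence end-point.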
Pin1 inhibitor = qHTS Assay to Find Inhibitors of Pin1 | 0.009% of 390,000 active | Pin1 FP peptide displacement, HiFluor488, 10 min | Potency, µM (highest dose often 115 µM), inactives show at the top dose activity, negative = inhibition, actives largely listed as inhibitors; active means well fitted inhibition curve with a large enough effect in the polarisation, with a control signal flat, not every such curve was filed as active; inconclusive means small, poorly fitted or top-dose-only effect, or effect the other way, or a change in a side signal; inactive means no such curve, though single readings can be large or run the other way; the % refers to the polarisation; further: potency means the concentration at half of the fitted maximal effect; on the % scale 0 is the no-effect control and ±100 the full control effect
* = called active by the depositor; i = inactive; ? = inconclusive; / = not tested or not shown; & = joins results of further samples; [ ] = dose if it differs, or a comment. Unless noted, the call rests on the fitted dose curve; in most records, active means well fitted curve in the direction sought with a large enough effect; inconclusive means small, poorly fitted or top-dose-only effect, or another doubt; inactive means no such curve, though single readings can be large; an effect the other way counts as inactive or inconclusive. An excerpt, so the mix of outcomes need not match the whole.

A first look:
item | HP1b binding inh | BAZ2B block | G9a inh | JMJD2A Tudor inh | Pol eta inh | GLS inhibitor | PI4K2A inh | PGK inhibitor | Pin1 inhibitor | canonical_smiles
1 | 28% | 5% | -4%[59 µM] | -29% | -4% | -3% | -1 | -7% | 27% | O=C(Nc1cccc(-c2csc(-c3ccccc3)n2)c1)c1cccs1
2 | 47%[activator] | 2% | 4%[59 µM] | 5% | -27% | -14% | -1 | -5% | -3% | CC(C)c1cc(C(=O)NC(C)c2ccccc2)no1 (stereo not drawn)
3 | 11% | / | / | -12% | -1% | -2% | -3 | 8% | -4% | COC1=C(Nc2ccc(OC)cc2)C(=O)C(OC)=C(Nc2ccc(OC)cc2)C1=O
4 | 21% | 4% | 11% | -86% | -1% | 10% | 1 | 7% | 7% | CN1C(=O)c2ccc(NC(=O)c3cccc4ccccc34)cc2C1=O
5 | 13%[57 µM] | -21% | 20% | -4% | -14% | 40%[activator] | 4 | i | 2% | CCn1nc(NS(=O)(=O)c2ccc(NC(C)=O)cc2)c2cc3cccc(C)c3nc21
6 | 36% | -18% | -3% | -3% | -2% | -10% | 1 | -9% | -2% | COCCCN1CN(Cc2ccco2)CNC1=S

The listing (from the top)
item | HP1b binding inh | BAZ2B block | G9a inh | JMJD2A Tudor inh | Pol eta inh | GLS inhibitor | PI4K2A inh | PGK inhibitor | Pin1 inhibitor | canonical_smiles
1 | 28% | 5% | -4%[59 µM] | -29% | -4% | -3% | -1 | -7% | 27% | O=C(Nc1cccc(-c2csc(-c3ccccc3)n2)c1)c1cccs1
2 | 47%[activator] | 2% | 4%[59 µM] | 5% | -27% | -14% | -1 | -5% | -3% | CC(C)c1cc(C(=O)NC(C)c2ccccc2)no1 (stereo not drawn)
3 | 11% | / | / | -12% | -1% | -2% | -3 | 8% | -4% | COC1=C(Nc2ccc(OC)cc2)C(=O)C(OC)=C(Nc2ccc(OC)cc2)C1=O
4 | 21% | 4% | 11% | -86% | -1% | 10% | 1 | 7% | 7% | CN1C(=O)c2ccc(NC(=O)c3cccc4ccccc34)cc2C1=O
5 | 13%[57 µM] | -21% | 20% | -4% | -14% | 40%[activator] | 4 | i | 2% | CCn1nc(NS(=O)(=O)c2ccc(NC(C)=O)cc2)c2cc3cccc(C)c3nc21
6 | 36% | -18% | -3% | -3% | -2% | -10% | 1 | -9% | -2% | COCCCN1CN(Cc2ccco2)CNC1=S
7 | 30%[activator] | 3% | 20% | 0% | 3% | -2% | 0 | / | -4% | CCCOc1ccc(N2C(=O)C3C4C=CC(CC4)C3C2=O)cc1 (stereo not drawn)
8 | 42%[activator] | 7%[57.1 µM] | 25% | -3% | -10% | 0% | -5 | i | 6% | Cc1nc(C)c(-c2ccc(SCc3cccc(F)c3)nn2)s1
9 | 14% | -1% | 18%[59 µM] | -14% | -7% | 19% | -2 | 5% | ? | CCC(=O)Nc1ccc(C(=O)CSc2nc3ccccc3cc2CC)cc1
10 | 15% | 1% | 9% | -11% | -2% | 6% | 7 | 4% | 5% | COc1ccccc1/C=C/C(=O)OCC(=O)Nc1ccc(Cl)cn1
11 | 26% | 8% | 2%[59 µM] | -12% | -12% | 20% | -2 | 7% | -8% | Cc1ccc(NC(=O)C(=O)NCCN2CCN(Cc3ccc([N+](=O)[O-])cc3)CC2)cc1
12 | 35% | / | / | 4% | -19% | -2% | -8 | 1% | -1% | O=C(Nc1ccccc1)c1ccc(F)cc1F
13 | 91%[activator] | -38% | ? | 4% | ? | -4% | 18 | i | -12% | O=C(CCl)N1c2ccccc2SCC1c1ccccc1 (stereo not drawn)
14 | 17% | -5% | ? | -10% | -25% | -2% | 15 | 6% | 7% | COc1ccc(N(C(=O)c2ccco2)S(=O)(=O)c2cc(Cl)c(Cl)cc2Cl)cc1
15 | 28% | -16% | 9%[59 µM] | -11% | ? | 3% | 0 | 2% | 6% | CCOC(=O)c1c(C)c(-c2ccccc2)n(CC(=O)NCc2ccccc2)c1C
16 | 67%[activator] | -28% | 0%[59 µM] | 26% | -19% | -6% | -1 | -9% | -1% | Fc1ccc2c(c1)-c1nc(-c3ccccc3)cc(-c3ccccc3)c1CO2
17 | 36% | / | / | -17% | -22% | 2% | -1 | -11% | 22% | C#CC(=O)CCC1CCCN1C(=O)OC(C)(C)C (stereo not drawn)
18 | 32% | 17% | -34% | -6% | -17% | -5% | 2 | -6% | 4% | O=C(Nc1ccc(NC(=O)c2ccccn2)cc1)C(=O)Nc1ccc2c(c1)OCCO2
19 | 22% | -15% | -4% | -13% | -2% | 1% | 1 | 4% | -1% | CCOC(=O)C1CCN(C(=O)c2cccs2)CC1
20 | 13% | -32% | ? | -18% | -13% | 13% | -3 | i | 2% | CNc1oc(-c2cccs2)nc1S(=O)(=O)c1ccccc1
21 | -6% | ? | 40µM* | ? | -2% | 13% | 2 | 2% | 4% | Cc1ccc(CN2CCSc3ccc(C(=O)NCc4ccccn4)cc32)cc1
22 | 40µM* | 18µM* | ? | -15%[11.4 µM] | -22% | 28% | -8 | -2% | 4% | COc1ccc(-n2cnc3cc(NCc4cccs4)ccc32)cc1
23 | 2% | -28% | 50µM* | -34% | -10% | -4% | -5 | -8% | 2% | CC(CCc1ccco1)NC(=O)Nc1cccc(F)c1 (stereo not drawn)
24 | 59%[activator] | 20% | 30%[59 µM] | -3% | / | -10% | 3 | / | -4% | Cc1cccc(CSCCNC(=O)CN(c2ccccc2)S(=O)(=O)N(C)C)c1
25 | 18%&28% | -8% | -5%[12.7 µM] | -17%&-20% | -23%&-7% | 4%&0% | -1&5 | -3% | -3%&2% | NC1=NC(c2ccc(Br)cc2)n2c(nc3ccccc32)N1 (stereo not drawn)
26 | ? | -28% | 1.3µM* | -32% | -16% | -26% | -2 | 3% | 3% | c1ccc(-c2nn3c(Cn4cnc5ccccc54)nnc3s2)cc1
27 | -6% | -33% | ? | -34% | -6% | 13% | 1 | -2% | 1% | CCOc1ccc(NC2=CC(=O)CC(c3ccco3)C2)cc1 (stereo not drawn)
28 | 22% | -14% | 2% | 0% | 6% | -5% | 0 | -8% | 0% | O=C(NCCN1CCOCC1)c1cc(-c2ccc(Cl)cc2Cl)on1
29 | 1% | -21% | 40µM* | -25% | -7% | 14% | 4 | -7% | -4% | Nc1nc(SCC(=O)c2cc(F)ccc2F)n[nH]1
30 | 47%[activator] | -4% | 9%[59 µM] | 6% | -22% | -1% | 4 | -5% | 0% | CCC(CC)NC(=O)c1ccccc1Oc1ccccc1
31 | 11% | / | / | -4% | -7% | 12% | -1 | 5% | -1% | CCn1c(CNC(=O)c2ccccc2)nc2ccccc21
32 | 54%[activator] | -5% | 24%[12.7 µM] | 6% | -8% | -4% | 5 | 5% | 2% | CCC(C)NC(=O)NC(=O)N(C1CCCCC1)S(C)(=O)=O (stereo not drawn)
33 | 20% | -4% | 36%[12.7 µM] | -2% | -6% | -2% | 1 | -2% | -11% | Cc1cc(NC(=O)CSc2nc3ccccc3n2CC(=O)N2CCCCC2)no1
34 | -13% | -32% | 12%[59 µM] | ? | -17% | 2% | 2 | -6% | 3% | Cc1ccc(S(=O)(=O)N(CC(=O)N=Nc2c(O)[nH]c3ccccc23)c2ccc(C)c(C)c2)cc1
35 | -2% | -34% | ? | -34% | -6% | 11% | 1 | -8% | 4% | CC(c1ccco1)N(C(=O)c1ccccc1NS(=O)(=O)c1ccc(Cl)cc1)c1ccccn1 (stereo not drawn)
36 | 39% | -21% | 16% | -8% | 7% | 3% | 2 | -1% | -4% | Cc1cc(C(=O)N2CCCC(N3CCN(c4cccc(C(F)(F)F)c4)CC3)C2)nn1C (stereo not drawn)
37 | 23% | 3% | ? | -2% | -18% | -1% | -1 | -6% | 0% | CCN(CC(=O)Nc1ccc(NC(C)=O)cc1)C(=O)Cc1ccc(S(=O)(=O)N2CCOCC2)s1
38 | 11% | -32% | ? | -21% | -18% | 2% | 0 | 5%[11.5 µM] | 56%[activator] | COc1ccc(-c2noc(CSc3nnc(Cc4ccccc4)n3-c3cccc(C)c3)n2)cc1OC
39 | 3% | -3% | / | -20% | -1% | 0% | 0 | -7% | -2% | CCOC(=O)c1c(C)n(C)c2ccc(OC)c(NC(=O)CN3CCC(C(=O)OCC)CC3)c12
40 | 40% | 3% | -11% | -4% | -2% | 2% | -4 | / | 4% | Cc1cccc(-c2nc3ccccc3c(=O)n2N)c1
41 | 38% | 1% | 2%[59 µM] | -20% | -11% | 1% | 0 | i | -10% | O=C(NCC1(c2ccccc2)CCCC1)C(=O)Nc1cccc(C(F)(F)F)c1
42 | 20% | -5% | 2%[12.7 µM] | -16% | -11% | 1% | -4 | i | 3% | CCn1nc(C(=O)NNC(=O)C2CSC3(C)CCC(=O)N23)c2ccccc2c1=O (stereo not drawn)

Records above shown as hits in BAZ2B block:
item | HP1b binding inh | BAZ2B block | G9a inh | JMJD2A Tudor inh | Pol eta inh | GLS inhibitor | PI4K2A inh | PGK inhibitor | Pin1 inhibitor | canonical_smiles
22 | 40µM* | 18µM* | ? | -15%[11.4 µM] | -22% | 28% | -8 | -2% | 4% | COc1ccc(-n2cnc3cc(NCc4cccs4)ccc32)cc1
